GPR55 activation: GPR55 agonists via beta-arrestin recruitment, primary screen, imaging, U2OS cells, beta-arrestin-GFP redistribution (AID 1961); G-protein coupled receptor 55 (Homo sapiens); U2OS GPR55 beta-arrestin-GFP redistribution imaging; higher % means a stronger effect; one-dose activation, % at 10 µM; EC50 in µM for titrated hits; actives 0.048% (n = 290,000);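 active = activation above 40% with more than 50 cells counted in the well; inconclusive = wells holding fewer than 50 cells, flagged as toxic or sparse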;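 also: U2OS osteosarcoma cells stably expressing GPR55 and beta-arrestin-GFP; plate controls were DMSO negative control for no effect and LPI positive control for full effect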
AID2073: inhibitors of Mint1-CaV2.2 protein interaction, biochemical, HTRF (AID 2073); Voltage-dependent N-type calcium channel subunit alpha-1B (Homo sapiens); HTRF protein-protein interaction, Mint1-CaV2.2; higher % means a stronger effect; inhibition, % at 20 µM, or IC50 in µM where a hit was titrated; actives 0.19% (n = 290,000); in the data active = inhibition mostly above about 51%, no sharp cut-off; inconclusive = no clear call, values can overlap the other calls; inactive = mostly below about 53%; also: some results filed as inactive read as strong as hits
M1AAP inhibition: P. falciparum M1AAP inhibitors, biochemical, fluorogenic H-Leu-NHMec substrate, 1536-well (AID 1445). inhibition, % at 30 µM; hits with a dose series show IC50 in µM. actives 0.42% (n = 220,000). recombinant M1AAP, H-Leu-NHMec fluorogenic kinetic assay; higher % means a stronger effect;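 active = primary inhibition above the hit cutoff, then over 50% inhibition at one or more dose response concentrations, cut at about 23% in these data, passing the limit was not always enough; inconclusive = conflicting primary data, or primary hits not chosen for dose response; inactive = low primary inhibition, or under 50% at every dose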;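 also: plate controls were DMSO full reaction for no effect and no enzyme background for full effect; strong numbers were not always called active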
KOR beta-arrestin-1: KOR antagonists, beta-arrestin recruitment, cell-based, luminescence, uHTS (AID 1778); actives 0.091% (n = 290,000); inhibition, % at 10 µM; hits with a dose series show IC50 in µM; KOR beta-arrestin recruitment, luminescence, antagonist mode; higher % means a stronger effect; also: strong numbers were not always called active
KOR beta-arrestin-2: KOR agonists, beta-arrestin recruitment, primary screen, cell-based, luminescence, uHTS (AID 1777) | Kappa-type opioid receptor (Homo sapiens) | KOR beta-arrestin recruitment, luminescence; higher % means a stronger effect | one-dose activation, % at 10 µM; EC50 in µM for titrated hits | actives 0.02% (n = 280,000); in the data active = activation above about 50%, passing the limit was not always enough; also: a part of the inactive calls stands beside numbers as strong as those of hits
Dynein cargo inh: inhibitors of GR-EGFP nuclear translocation, primary screen, dynein cargo transport inhibitor project, imaging, high-content, 3617.4 mouse cells; test concentration mostly 20 µM; stimulated with dexamethasone, 1 µM; hits give low values; z-score, hits read low; actives 0.47% (n = 220,000); AID 1381, 2008;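 active = plate z-score of nuclear minus cytoplasmic receptor signal below a set negative limit, without overly bright fluorescence or cell loss, cut at about -3.5 in these data, passing the limit was not always enough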;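 also: z-score of nuclear minus cytoplasmic ring GR-EGFP intensity difference per well; some compounds called inactive have numbers as strong as hits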
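Buffer or medium: tetracycline-free induction medium containing charcoal-stripped FBS / Reagent: dexamethasone agonist, 1.0 µM final, for 30 min / Technique: automated 10x imaging of fixed Hoechst-stained cells / Times: induction 48 h, compound 1 h, agonist 30 min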
NOD1 inhibition: NOD1 signaling inhibitors, primary screen, cell-based, luminescence, uHTS (AID 1578). one-dose inhibition, % at 4 µM; EC50 in µM for titrated hits. actives 1% (n = 290,000). NOD1-driven NF-kB luciferase reporter cells, luminescence; higher % means a stronger effect; in the data active = inhibition mostly above about 36%, no sharp cut-off; inactive = mostly below about 34%;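 also: HEK-293T reporter cells stimulated with the NOD1 agonist gamma-tri-DAP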
HEK293 NOD2/NF-kB: NOD2 signaling inhibitors, cell-based, luminescence, uHTS, HEK293 (AID 1566). HEK293 NOD2/NF-kB luciferase reporter, luminescence; higher % means a stronger effect. one-dose inhibition, % at 4 µM; EC50 in µM for titrated hits. actives 0.63% (n = 290,000); also: many of its hits are not listed in these tables
P. falciparum M17LAP: P. falciparum M17LAP inhibitors, primary screen, biochemical, fluorogenic H-Leu-NHMec substrate, 1536-well (AID 1619) | actives 0.38% (n = 220,000) | Leucine aminopeptidase (Plasmodium falciparum (isolate 3D7)) | inhibition, % at 30 µM, or IC50 in µM where a hit was titrated | recombinant M17LAP, H-Leu-NHMec fluorogenic kinetic assay; higher % means a stronger effect;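 active = compound inhibiting the enzyme by more than half at any dose during confirmatory dose-response retesting; inconclusive = strong single-dose inhibitors picked by rank but not retested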;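 also: plate controls were full reaction with DMSO carrier for no effect and no enzyme background for full effect; strong numbers were not always called active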
Dynein cargo inh cytoplasmic EGFP: recorded beside Dynein cargo inh, whose call it bears; z-score; measured here: cytoplasmic GR-EGFP intensity; hits give high values
Dynein cargo inh nuclear GR-EGFP: recorded beside Dynein cargo inh, whose call it bears; z-score; measured here: nuclear GR-EGFP intensity;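 lower value marks the stronger effect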
Dynein cargo inh cell count: recorded beside Dynein cargo inh, whose call it bears; z-score; measured here: cell count per field
An asterisk follows results filed as active; ? = inconclusive; . = not tested or not shown; [ ] = remark or other dose. Rule as the data show it, unless noted: active = inhibition above about 50%; inactive = the rest.

SMILES	GPR55 activation	AID2073	M1AAP inhibition	KOR beta-arrestin-1	KOR beta-arrestin-2	Dynein cargo inh	Dynein cargo inh cytoplasmic EGFP	Dynein cargo inh nuclear GR-EGFP	Dynein cargo inh cell count	NOD1 inhibition	HEK293 NOD2/NF-kB	P. falciparum M17LAP
O=C(Cn1cnc2c(cnn2-c2ccccc2)c1=O)N1CCCc2ccccc21	-0.2%	0%	5%	-16%	1.1%	-0.056	-0.22	-0.16	0.44	-5%	11%	-8%
Cc1ccccc1NC(=O)c1cccc(N2C(=O)C3C4CCC(C4)C3C2=O)c1 (centres undefined)	0.0%	33%	-1%	-17%	-2.8%	0.84	0.36	0.99	-1.7	-14%	5%	20%
CC(Cc1cccnc1)NC(=O)c1ccccc1OC1CCN(S(C)(=O)=O)CC1 (centres undefined)	0.2%	-8%	3%	10%	-1.1%	-0.55	-0.34	-0.21	1.1	-4%	3%	1%
CC1(C)CC(=O)c2sc(NC(=O)CN3CCCCC3)nc2C1	-0.2%	11%	18%	4%	-1.6%	-0.42	-0.2	-0.08	0.77	10%	9%	33%
Cc1ccc(C(C(=O)NC2CCCCC2)N(Cc2ccccc2)C(=O)Cc2c[nH]c3ccccc23)o1 (centres undefined)	-0.6%	5%	4%	4%	2.6%	0.18	-0.2	0.35	-1.1	-26%	-22%	1%
Cc1ccc[n+](/C(C(=S)NCc2ccco2)=C(/[O-])c2ccccc2Cl)c1	-0.1%	?	6%	11%	1.4%	-0.26	-0.094	-0.29	0.39	9%	17%	19%
CCCc1cc(=O)oc2cc(C)cc(OC(C)C(=O)N[C@@H](Cc3c[nH]c4ccccc34)C(=O)O)c12 (some centres undefined)	-0.1%	11%	.	14%[20 µM]	-3.8%	.	.	.	.	-5%	10%	.
CCc1nccn1C(=O)c1cnn2c(C(F)F)cc(-c3ccccc3)nc12	1.4%	14%	5%	17%	-2.0%	-1.4	0.28	-0.4	0.55	21%	32%	-1%
CCn1c(=O)c(CCC(=O)NCCN2CCOCC2)c(C)c2c(C)nn(-c3cccc(C)c3)c21	0.0%	19%	.	-18%	1.1%	.	.	.	.	10%	11%	.
CCCCC(=O)Nc1nc(C)c(-c2csc(Nc3ccccc3OC)n2)s1	-0.1%	15%	8%	-6%	4.4%	-0.15	-0.23	0.21	0.73	-30%	6%	-3%

3 successive entries already listed, quoted:
SMILES	GPR55 activation	AID2073	M1AAP inhibition	KOR beta-arrestin-1	KOR beta-arrestin-2	Dynein cargo inh	Dynein cargo inh cytoplasmic EGFP	Dynein cargo inh nuclear GR-EGFP	Dynein cargo inh cell count	NOD1 inhibition	HEK293 NOD2/NF-kB	P. falciparum M17LAP
CC(Cc1cccnc1)NC(=O)c1ccccc1OC1CCN(S(C)(=O)=O)CC1 (centres undefined)	0.2%	-8%	3%	10%	-1.1%	-0.55	-0.34	-0.21	1.1	-4%	3%	1%
CC1(C)CC(=O)c2sc(NC(=O)CN3CCCCC3)nc2C1	-0.2%	11%	18%	4%	-1.6%	-0.42	-0.2	-0.08	0.77	10%	9%	33%
Cc1ccc(C(C(=O)NC2CCCCC2)N(Cc2ccccc2)C(=O)Cc2c[nH]c3ccccc23)o1 (centres undefined)	-0.6%	5%	4%	4%	2.6%	0.18	-0.2	0.35	-1.1	-26%	-22%	1%

More structures:
SMILES	GPR55 activation	AID2073	M1AAP inhibition	KOR beta-arrestin-1	KOR beta-arrestin-2	Dynein cargo inh	Dynein cargo inh cytoplasmic EGFP	Dynein cargo inh nuclear GR-EGFP	Dynein cargo inh cell count	NOD1 inhibition	HEK293 NOD2/NF-kB	P. falciparum M17LAP
COc1cc(NC(=O)c2cccs2)ccc1NC(=O)c1ccco1	-0.1%	0%	1%	25%	-4.1%	0.48	0.023	0.42	-0.87	-28%	-30%	12%
COCCCNc1nc2nonc2nc1N1CCC(C(C)N2CCOCC2)CC1 (centres undefined)	0.0%	4%	1%	7%[20 µM]	.	-0.54	-0.12	-0.11	1.2	2%	11%	13%
COc1cc(OC)c(C2N(C)c3ccccc3N2C)cc1OC	0.3%	-8%	3%	5%	-2.1%	-0.29	-0.18	-0.014	0.33	-23%	-7%	-1%
Cc1sc(N2C(=O)C3C(C2=O)[C@H]2C=C[C@@H]3C2)c(C#N)c1C (some centres undefined)	-0.2%	4%	0%	26%	-0.2%	-0.61	-0.27	-0.27	0.35	-4%	12%	7%
CC(C)CN1C(=S)SC(C)(C)C1n1oc(=O)n(-c2ccc(Cl)cc2)c1=O (centres undefined)	-0.1%	-4%	3%	-46%	17%	0.88	-0.14	0.42	-0.32	9%	-17%	-8%
Cc1ccc(N2CN=C3SCC(=O)N3C2)cc1C	-0.1%	5%	3%	22%[20 µM]	-9.8%	-0.77	-0.24	-0.36	0.2	6%	-8%	-3%
c1ccc(Cn2ncc3ccccc32)cc1	0.0%	13%	-3%	-4%	6.4%	-0.37	-0.045	0.052	0.19	-14%	10%	-9%
Cn1c(COc2ccccc2Br)nc2ccccc21	0.0%	14%	.	0%	-0.4%	.	.	.	.	-8%	-106%	.
COc1ccc(CN(C(=O)c2cccs2)c2ccccc2C(=O)O)cc1	2.0%	6%	4%	24%	0.1%	-0.61	-0.25	-0.31	0.54	2%	23%	7%
CCOC(=O)c1c(-c2ccc(C)cc2)csc1NC(=O)C1CCCO1 (centres undefined)	0.8%	3%	1%	.	0.8%	-1.1	-0.21	-0.72	0.6	-12%	12%	-4%
CCN1CCN(C(c2ccccc2)c2sc3nc(C)nn3c2O)CC1 (centres undefined)	0.5%	-4%	0%	41%	1.1%	0.11	-0.63	0.47	-0.66	-2%	8%	6%
Nn1c(=S)[nH]nc(Cc2ccc(O)cc2)c1=O	-0.1%	-6%	-2%	-23%	4.1%	-0.45	-0.07	-0.13	-0.44	-30%	16%	15%
COC(=O)CCCCCCCCC(O)CN(C)C (centres undefined)	-0.1%	2%	11%	5%	-0.4%	-0.062	-0.29	0.043	0.53	3%	32%	10%
O=C(COC(=O)c1ccccc1SCC(=O)NC1CCS(=O)(=O)C1)NC1CCS(=O)(=O)C1 (centres undefined)	-0.1%	-6%	-1%	4%[20 µM]	-4.6%	1.4	0.14	0.91	-0.39	-23%	0%	5%
O=C(CSCc1ccccc1)NC1CCSC1=O (centres undefined)	0.0%	6%	5%	24%	-1.1%	-0.58	-0.23	-0.45	0.11	-18%	10%	24%
O=C1c2ccccc2C(=O)N1Cc1nc2ccccc2o1	1.0%	-5%	13%	4%	-4.4%	1.4	-0.29	1	-0.71	7%	12%	11%
COc1ccc(CN2CCC(=O)N([C@H](CO)c3ccccc3)CC2)cc1OC	-0.3%	8%	.	-45%[20 µM]	-2.0%	.	.	.	.	-13%	6%	.
c1ccc(COCCC2CO2)cc1 (centres undefined)	-0.1%	-3%	.	-41%[20 µM]	-0.6%	.	.	.	.	-15%	-8%	.
Cc1cc(CN2CCCC(C(=O)Nc3ccc(-c4nc5ccccc5[nH]4)cc3)C2)n[nH]1 (centres undefined)	-0.1%	13%	.	-12%	6.6%	.	.	.	.	-43%	1%	.
NC(=O)c1ccc(N2CCCCCC2)c([N+](=O)[O-])c1	0.5%	-7%	7%	2%	-4.1%	-0.63	-0.062	-0.34	0.3	-13%	11%	2%
COCCn1nnnc1C(c1cc2ccc(C)cc2[nH]c1=O)N(Cc1ccco1)Cc1cccs1 (centres undefined)	0.8%	9%	4%	20%	0.6%	1.4	-0.043	1.7	-0.97	-6%	-11%	13%
CCN(C(=O)CSc1nnc2ccccn12)c1c(N)n(Cc2ccccc2)c(=O)[nH]c1=O	1.2%	12%	1%	12%	0.2%	0.36	-0.23	0.37	0.062	-28%	6%	13%
O=C1OCc2nc3cc4c(cc3c(-c3ccc(F)cc3)c21)OCO4	0.0%	2%	.	0%	1.8%	.	.	.	.	-12%	-23%	.
CCCCNC(=O)/C(=C/c1ccccc1)NC(C)=O	-0.2%	-2%	3%	-19%	-1.4%	-0.31	-0.34	-0.1	0.45	-36%	-14%	13%
O=C(CSc1nc2ccccc2n1CC(=O)N1CCCC1)NCc1ccc2c(c1)OCO2	-0.2%	5%	?	.	.	-0.24	-0.22	0.17	0.038	7%	-3%	8%
COc1ccccc1N(C)S(=O)(=O)c1ccc(C(=O)NCc2ccc3c(c2)OCO3)cc1	0.5%	-3%	9%	-5%	-1.6%	0.16	-0.25	0.51	0.71	-26%	-20%	-2%
COC(=O)c1ccc(N/C=C/C(=O)c2ccc(OC)c(OC)c2)cc1	-0.2%	20%	5%	-42%	4.6%	-1	-0.39	-0.59	0.99	8%	9%	0%
CNC(=S)N1CCN(c2c(F)cc3c(=O)c(C(=O)O)cn(C4CC4)c3c2OC)CC1C (centres undefined)	0.2%	-4%	8%	-18%	2.4%	-0.6	-0.27	-0.16	1.2	6%	0%	-38%
CC(C)N1C(=O)c2ccccc2C1C(=O)NCCc1ccccc1 (centres undefined)	-0.1%	4%	.	5%	-2.9%	.	.	.	.	2%	-15%	.
CCOc1ccc(CCNC(=O)c2cccc3c2C(=O)N(CCOC)C3)cc1OCC	-0.3%	9%	.	-24%	2.9%	.	.	.	.	-10%	-8%	.
O=C(CSc1nc2c(cnn2-c2ccccc2)c(=O)[nH]1)NC1CCS(=O)(=O)C1 (centres undefined)	0.2%	8%	5%	-53%[20 µM]	0.8%	-0.68	-0.29	-0.22	0.98	-5%	13%	1%
CC(C)Oc1cc(C(=O)NC2CCCCC2)c2ccccc2n1	0.0%	13%	.	-1%	8.8%	.	.	.	.	-5%	-7%	.
C=CCNC(=O)C(C(=O)OCC)C1CCCCC1 (centres undefined)	0.7%	-2%	4%	-13%	-4.7%	0.17	-0.25	0.18	1.9	-26%	3%	-5%
Cc1sc(-n2c(C)ccc2C)c(C#N)c1C	0.2%	16%	5%	-18%	-0.8%	1	-0.15	0.96	-0.51	7%	2%	3%
O=c1oc2ccccc2c(Nc2cccc3cccnc23)c1[N+](=O)[O-]	0.2%	18%	11%	-50%[20 µM]	-5.5%	0.64	0.12	0.31	-0.36	38%	-4%	55%
O=C(COC(=O)c1ccccc1)NCc1cccs1	-0.3%	3%	5%	-31%	6.2%	-0.7	-0.15	-0.73	0.76	-32%	-5%	-15%

Not all compounds are listed; the hit share may differ from the screen's.
